Screens (PubChem BioAssay)
AddAB inh = less growth of phage-infected E. coli with AddAB; E. coli expressing H. pylori AddAB, absorbance growth; inhibition, % at 11.9 µM; hit rate 0.29% among 330,000; AID 435030; in the data active means inhibition above about 12%;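 further: 0% = vehicle wells of infected cells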
PvdQ acylase = blocks Pseudomonas aeruginosa PvdQ acylase activity; purified PvdQ acylase, fluorescence plate reader; inhibition, % at 10 µM; hit rate 0.063% among 340,000; AID 488965; in the data active means inhibition above about 30%, passing the limit was not always enough;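 further: 0% = vehicle neutral wells and 100% = reference inhibitor wells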
Rtt109 Vps75 = inhibitors of Candida albicans Rtt109/Vps75 histone acetyltransferase; Q5AAJ8; hit rate 0.16% among 330,000; purified Rtt109/Vps75, ThioGlo CoA-SH fluorescence, 4 h; inhibition, % at 34.9 µM;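 active means inhibition of at least 50% in every replicate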
Target sequence (Q5AAJ8 whole entry, looked up): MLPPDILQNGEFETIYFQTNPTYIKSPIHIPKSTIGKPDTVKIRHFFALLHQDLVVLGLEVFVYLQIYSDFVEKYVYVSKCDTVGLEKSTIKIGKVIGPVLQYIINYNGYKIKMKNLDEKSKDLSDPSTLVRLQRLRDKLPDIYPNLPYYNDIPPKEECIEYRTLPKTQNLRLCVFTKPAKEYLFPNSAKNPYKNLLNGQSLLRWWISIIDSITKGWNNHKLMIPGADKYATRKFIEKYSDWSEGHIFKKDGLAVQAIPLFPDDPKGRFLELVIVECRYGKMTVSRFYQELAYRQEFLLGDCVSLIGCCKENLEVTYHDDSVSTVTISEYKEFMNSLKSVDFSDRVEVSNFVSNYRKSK
Tat transport = E. coli Tat transport inhibition; E. coli MC4100 TorA-mCherry Tat export, fluorescence; inhibition, % at 10 µM; hit rate 0.036% among 340,000;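 active means mean replicate inhibition at least 50% and at least half of replicates individually reaching 50%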;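 further: exported cargo escapes ClpAP degradation while cytoplasmic cargo is degraded and loses fluorescence; 0% = median of neutral control wells and 100% = median of NaSCN control wells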
Ecoli viability = reduces bacterial viability in AddAB counter-screen. hit rate 0.27% among 330,000. E. coli V3065 growth, OD600 absorbance, 18 h. inhibition, % at 11.9 µM;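 active means inhibition above the campaign's mean inhibition across all tested compounds plus 3 SD, cut at about 9.9% in these data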;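 further: uninfected addAB+ strain grown without phage in ampicillin broth; 0% = DMSO wells and 100% = ciprofloxacin 0.95 µg/ml wells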
DAGLB inhibitor = diacylglycerol lipase beta (human) inhibition. hit rate 0.059% among 340,000. HEK293T DAGLB membrane lysate, EnzChek fluorogenic substrate. Q8NCG7. inhibition, % at 5.17 µM; in the data active means inhibition above about 34%;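 further: 0% = enzyme with vehicle and 100% = wells lacking enzyme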
Target sequence (Q8NCG7 whole entry, looked up): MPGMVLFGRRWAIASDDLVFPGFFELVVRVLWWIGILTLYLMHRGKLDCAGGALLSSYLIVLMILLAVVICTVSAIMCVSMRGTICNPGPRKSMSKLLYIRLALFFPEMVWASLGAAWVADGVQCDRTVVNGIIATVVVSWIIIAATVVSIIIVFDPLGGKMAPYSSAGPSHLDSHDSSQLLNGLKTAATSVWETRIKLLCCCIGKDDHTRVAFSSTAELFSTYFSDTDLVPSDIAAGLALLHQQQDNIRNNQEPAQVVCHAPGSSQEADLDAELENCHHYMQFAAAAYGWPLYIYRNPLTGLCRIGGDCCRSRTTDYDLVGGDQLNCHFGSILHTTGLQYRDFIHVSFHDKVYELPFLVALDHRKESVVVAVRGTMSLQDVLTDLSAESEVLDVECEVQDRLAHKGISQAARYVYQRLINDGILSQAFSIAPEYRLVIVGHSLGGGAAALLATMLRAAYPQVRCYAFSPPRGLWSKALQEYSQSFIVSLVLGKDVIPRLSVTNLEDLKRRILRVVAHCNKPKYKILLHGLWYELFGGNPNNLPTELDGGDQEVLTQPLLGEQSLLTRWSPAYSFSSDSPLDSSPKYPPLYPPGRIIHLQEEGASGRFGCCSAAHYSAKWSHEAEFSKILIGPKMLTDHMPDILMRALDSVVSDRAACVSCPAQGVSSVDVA
PfHsp90 set2 = growth inhibition of yeast expressing Plasmodium Hsp90; S. cerevisiae expressing PfHsp90, BacTiter-Glo ATP, 48 h; yeast lacking PDR1 and PDR3 efflux regulators; inhibition, % at 9.4 µM; hit rate 0.32% among 310,000; AID 504621;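 active means every replicate shows inhibition above about 80%, whatever the replicate mean, limit read from the data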;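 further: 0% = DMSO neutral controls and 100% = 20 µM radicicol positive controls; yeast relying on Plasmodium falciparum Hsp90 in place of its own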
phage Ecoli inh = E. coli growth loss with phage present; growth absorbance; inhibition, % at 11.9 µM; hit rate 0.26% among 360,000; AID 651602; in the data active means inhibition above about 11%
CAL PDZ FP = inhibitors of human CAL PDZ peptide binding; Q9HD26; purified CAL PDZ, TMR-peptide fluorescence polarization, 1 h; hit rate 0.02% among 330,000; inhibition, % at 20 µM; AID 504414;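 active means highest replicate inhibition of at least 40%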;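 further: plate controls were DMSO neutral control wells for no effect and unlabeled competitor peptide control wells for full effect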
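material = purified tagged CAL PDZ domain construct (CerCALP) | compound dosing = 20 µM, one dose | times = 1 h at RT | measured by = fluorescence polarization from S- and P-plane intensities, G-factor corrected | read-out = inhibition from polarization loss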
Wnt bcat act = Wnt/beta-catenin pathway activation. Wnt/beta-catenin reporter cell assay, activator, plate reader. activation, % at 9.35 µM. hit rate 1.2% among 300,000. AID 743398; in the data active means activation above about 30%, passing the limit was not always enough;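 further: 0% = neutral control wells and 100% = positive control wells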
The depositor's hits bear a star; i = inactive; x = no result given.

SMILES	AddAB inh	PvdQ acylase	Rtt109 Vps75	Tat transport	Ecoli viability	DAGLB inhibitor	PfHsp90 set2	phage Ecoli inh	CAL PDZ FP	Wnt bcat act
COc1ccc(C(CC(=O)O)NC(=O)COc2cc(C)ccc2C)cc1OC (stereo unspecified)	1.9	2	-3	-7	0.0	x	-8	3.0	-0.9	0
COC(=O)/C=C1/S/C(=N/NC(=O)c2ccccc2C)NC1=O	-2.0	-8	20	2	-1.6	1	9	1.5	-0.3	0
O=C(Cc1ccc(S(=O)(=O)N2CCOCC2)s1)NCCOc1ccccc1	-2.6	3	-3	5	-2.6	1	x	1.9	-1.3	0
C/C(=N\NC(=O)c1cccc(S(=O)(=O)N2CCCC2)c1)c1ccccc1F	3.6	-12	-7	-4	3.0	-1	x	3.5	-2.3	3
O=C(CC1C(=O)NCCN1Cc1ccc(F)cc1Cl)NC1CCCCCCC1 (stereo unspecified)	1.3	-10	-2	7	-0.5	1	-8	0.8	-2.3	-2
CC(C)c1ccc(C2/C(=C(/O)c3ccccc3)C(=O)C(=O)N2CCCN2CCOCC2)cc1 (stereo unspecified)	2.4	-5	-1	7	-0.8	2	7	-0.7	0.5	0
NC(=O)C1CCN(c2ncnc3c2c(-c2ccccc2)cn3-c2ccccc2)CC1	-0.6	-9	17	14	0.3	3	10	1.3	-1.4	-1
Cc1cc(SCc2cc(=O)[nH]c3ccccc23)nc2ccccc12	-0.2	3	-5	20	1.0	3	-10	-0.2	-0.3	x
CC1(OC(=O)CCc2ccccc2)C(=O)C=C2C=C(c3ccc(C#N)cc3)N(CC3CC3)C=C2C1=O (stereo unspecified)	1.8	-9	8	-12	-1.4	4	x	2.0	0.7	-5
CC(C)Cc1nc(S(=O)(=O)c2ccc(Cl)cc2)c(N2CCOCC2)o1	-1.6	-6	2	-7	-2.9	-5	6	x	0.3	x
CCOc1cc(/C=C2\SC(=NC)N(C)C2=O)c(Br)cc1OC(C)=O	1.3	-18	8	-1	-4.5	-3	-8	2.5	-2.8	1
COc1ccc(N2CCN(C(=O)CSc3nnc(NC(=O)C4CC4)s3)CC2)cc1	0.5	-23	-10	-3	-1.1	1	-20	2.7	-0.9	1

Structures listed so far with an aryl thioether with sulfur outside any ring, in the order listed:
SMILES	AddAB inh	PvdQ acylase	Rtt109 Vps75	Tat transport	Ecoli viability	DAGLB inhibitor	PfHsp90 set2	phage Ecoli inh	CAL PDZ FP	Wnt bcat act
Cc1cc(SCc2cc(=O)[nH]c3ccccc23)nc2ccccc12	-0.2	3	-5	20	1.0	3	-10	-0.2	-0.3	x
COc1ccc(N2CCN(C(=O)CSc3nnc(NC(=O)C4CC4)s3)CC2)cc1	0.5	-23	-10	-3	-1.1	1	-20	2.7	-0.9	1

The list goes on.
SMILES	AddAB inh	PvdQ acylase	Rtt109 Vps75	Tat transport	Ecoli viability	DAGLB inhibitor	PfHsp90 set2	phage Ecoli inh	CAL PDZ FP	Wnt bcat act
CN(C)CCOC(=O)c1ccc2c(c1)S(=O)(=O)c1ccccc1C2=O	0.0	-14	-2	-1	0.9	3	19	3.2	-0.4	1
Cc1c(NC(=S)N2CCN(c3ccc(F)cc3)CC2)c(=O)n(-c2ccccc2)n1C	1.9	-14	13	4	-0.3	2	24	3.3	-2.7	0
O=C(c1ccco1)N1CCN(c2c(-c3ccccc3)c3cc(Cl)ccc3[nH]c2=O)CC1	1.8	-1	-3	-3	-0.1	7	-32	1.6	-0.8	-5
Cc1ccc(-c2cc(C(=O)O)c3ccccc3n2)s1	x	-18	0	-12	x	1	-15	2.2	-0.1	6
CC1C(=O)N2CCCc3cc(NC(=O)C(=O)NCCCc4ccccc4)cc1c32 (stereo unspecified)	0.1	-13	4	-7	1.1	2	7	2.9	-2.0	1
CCCCCC(C)n1[nH]c(=O)c2c(C)cc(C)nc21 (stereo unspecified)	-0.6	-15	-5	5	1.6	-1	17	1.3	-1.5	-2
CCCOc1ccc(C2C(C(=O)OC)=CN(CCOC)C=C2C(=O)OC)cc1	-0.7	-3	i	-11	-0.2	-4	25	2.0	-0.4	x
CC1(c2ccc(Cl)cc2)NC(=O)N(CC(=O)NC2CCCCC2)C1=O (stereo unspecified)	-1.6	0	2	1	-2.8	2	-13	5.0	-1.1	-2
NC(=O)CSc1ccc(-c2ccc(F)cc2)nn1	1.4	-8	-2	2	0.6	1	31	4.2	-0.5	-2
COC(=O)c1ccc(-c2ccc(/C=N/N3C(=O)C4C5C=CC(C6CC56)C4C3=O)o2)cc1 (stereo unspecified)	-2.6	27	6	2	-2.0	-5	-5	3.2	-1.2	x
CCN(CC(=O)Nc1c(F)cccc1F)C(=O)Cc1ccccc1	4.0	-4	5	3	0.8	1	12	2.5	-1.4	-1
COc1cccc(/C=C/C(=O)Nc2ccc3[nH]c(=O)[nH]c3c2)c1	0.8	7	2	0	1.2	1	-23	3.2	0.9	1
CNC(=S)N(Cc1ccc(OC)cc1)Cc1cc2cc(C)ccc2[nH]c1=O	0.9	-12	-4	1	-1.1	x	10	3.8	-0.8	3
O=C(NNC(=O)c1ccccc1Br)c1ccc(Cl)cc1	-0.3	-4	x	2	-2.1	0	3	2.0	-2.9	-2
CC1(C)Cc2ccccc2C(COc2ccccc2)=N1	x	-10	1	-6	x	-2	-4	0.6	-1.0	-2
O=C(COc1ccccc1)N1CCN(S(=O)(=O)c2ccc(Cl)cc2)CC1	1.5	2	6	-2	1.2	-1	x	1.4	x	x
COC(=O)C1CCN(C(=O)/C=C/c2ccc3c(c2)OCO3)CC1	0.5	6	-1	-4	0.0	1	20	2.9	-0.7	16
CCOc1ccc(C2NC(=S)NC3=C2CCc2ccccc23)cc1 (stereo unspecified)	0.9	-10	-3	-5	0.0	-3	-15	1.6	-1.1	1
CCOc1ccc(OCC(=O)Nc2ccccc2N2CCCC2)cc1	-2.4	-15	2	-3	0.5	-20	-26	2.4	-0.5	0
Cc1cccc2cc(CN(Cc3ccccc3)C(=S)NCCCN(C)C)c(=O)[nH]c12	0.8	-17	5	7	-1.2	2	21	4.5	-3.5	-3
COc1cccc(C(c2nnnn2Cc2ccccc2)N2CCN(C3CCCC3)CC2)c1OC (stereo unspecified)	2.6	-14	-2	4	1.4	0	-16	0.6	-1.8	0
O=C(C[C@H]1C[C@H](C(=O)N2CCOCC2)[C@@]2(CCC3CCCC3)c3[nH]c4ccc(Cl)cc4c3CCN2C1=O)NCCCn1ccnc1	-2.7	-12	3	6	-3.6	2	-11	1.2	-0.8	-11
COc1cc(NC(=O)CN2CCCCC2)c(C)cc1[N+](=O)[O-]	4.3	-7	3	1	0.6	-3	9	3.3	-1.2	1
CC1(C)CC(NC(=O)c2ccccc2Cl)CC(C)(C)N1	0.0	3	4	2	2.1	0	-3	1.4	0.0	x
CNC(=S)N1CCN(c2nc(-c3cccc(OC)c3)cs2)CC1	3.2	-2	2	-5	0.7	1	-12	1.4	-0.7	1
CCc1ccccc1NC(=O)CN1CCN(C(=O)CNC(=O)c2ccc(N3CCCC3=O)cc2)CC1	1.8	-12	0	7	-4.2	2	x	0.5	1.4	0
Cc1occc1-c1nnc(SCC(=O)NCc2ccc3c(c2)OCO3)n1CC(C)C	0.0	-8	2	-2	0.0	-3	-17	2.7	-1.1	x
COc1cccc(-c2nn(C)c3sc(C(=O)NCc4ccc5c(c4)OCO5)cc23)c1	3.1	-8	-10	-1	1.6	-3	-15	3.5	-4.9	-5
O=C(COC(=O)c1c2c(nc3ccccc13)/C(=C/c1ccco1)CC2)NC1CCCC1	x	-4	-14	2	x	7	-15	3.1	-2.4	x
COc1ccc(OC)c(NC(=O)COC(=O)Cc2ccsc2)c1	-2.2	8	-8	6	-0.6	-7	-9	3.3	-0.6	7
Clc1ccccc1Nc1nnc(-c2ccncc2)s1	5.2	-3	-1	-10	-0.3	1	66	3.2	-0.4	8
O=C(/C=C/c1ccco1)N(Cc1ccccc1F)C1CCS(=O)(=O)C1 (stereo unspecified)	2.7	-8	0	-9	1.2	2	12	-0.4	-0.4	0
Cn1c(SCC(=O)N2CCCCC2)nc2c(c1=O)SCC2	2.0	1	-36	1	0.2	0	12	1.6	-0.4	0
CCCCCCC1/C(=N/O)CCC1C(=O)OC (stereo unspecified)	-0.2	-10	5	-2	1.7	-1	-21	1.8	-0.6	-1
COc1cc(-c2nc(-c3ccccc3)c(-c3ccc(F)cc3)[nH]2)cc2c1OCO2	3.9	7	0	4	-0.9	-1	-31	1.0	-0.5	x
COC(=O)CCC(=O)N1CCCC(CO)(Cc2ccccc2C)C1 (stereo unspecified)	-1.6	-17	x	-4	-0.6	0	-13	4.3	-1.1	-1
CN(CC1COc2ccccc2O1)C(=O)CSc1ncccn1 (stereo unspecified)	-1.8	5	5	1	0.7	-3	-6	3.0	0.6	10
O=C(Nc1ccccc1)Nc1nnc(CSCc2ccccc2Cl)s1	6.5	-20	0	2	0.7	0	-9	3.5	-0.5	-1
Cc1ccc(C)c(NC(=S)N2CCCCCC2)c1	0.5	-13	-2	-3	0.1	2	3	-0.7	-3.8	-2

Of the compounds above, 11 have four or more nitrogen atoms:
SMILES	AddAB inh	PvdQ acylase	Rtt109 Vps75	Tat transport	Ecoli viability	DAGLB inhibitor	PfHsp90 set2	phage Ecoli inh	CAL PDZ FP	Wnt bcat act
NC(=O)C1CCN(c2ncnc3c2c(-c2ccccc2)cn3-c2ccccc2)CC1	-0.6	-9	17	14	0.3	3	10	1.3	-1.4	-1
COc1ccc(N2CCN(C(=O)CSc3nnc(NC(=O)C4CC4)s3)CC2)cc1	0.5	-23	-10	-3	-1.1	1	-20	2.7	-0.9	1
Cc1c(NC(=S)N2CCN(c3ccc(F)cc3)CC2)c(=O)n(-c2ccccc2)n1C	1.9	-14	13	4	-0.3	2	24	3.3	-2.7	0
Cc1cccc2cc(CN(Cc3ccccc3)C(=S)NCCCN(C)C)c(=O)[nH]c12	0.8	-17	5	7	-1.2	2	21	4.5	-3.5	-3
COc1cccc(C(c2nnnn2Cc2ccccc2)N2CCN(C3CCCC3)CC2)c1OC (stereo unspecified)	2.6	-14	-2	4	1.4	0	-16	0.6	-1.8	0
O=C(C[C@H]1C[C@H](C(=O)N2CCOCC2)[C@@]2(CCC3CCCC3)c3[nH]c4ccc(Cl)cc4c3CCN2C1=O)NCCCn1ccnc1	-2.7	-12	3	6	-3.6	2	-11	1.2	-0.8	-11
CNC(=S)N1CCN(c2nc(-c3cccc(OC)c3)cs2)CC1	3.2	-2	2	-5	0.7	1	-12	1.4	-0.7	1
CCc1ccccc1NC(=O)CN1CCN(C(=O)CNC(=O)c2ccc(N3CCCC3=O)cc2)CC1	1.8	-12	0	7	-4.2	2	x	0.5	1.4	0
Cc1occc1-c1nnc(SCC(=O)NCc2ccc3c(c2)OCO3)n1CC(C)C	0.0	-8	2	-2	0.0	-3	-17	2.7	-1.1	x
Clc1ccccc1Nc1nnc(-c2ccncc2)s1	5.2	-3	-1	-10	-0.3	1	66	3.2	-0.4	8
O=C(Nc1ccccc1)Nc1nnc(CSCc2ccccc2Cl)s1	6.5	-20	0	2	0.7	0	-9	3.5	-0.5	-1
